EBNA-1 inhibitor: blocks EBNA-1 binding to DNA | AID 1950 | EBNA-1 DNA binding, fluorescence polarization | inhibition, % at 14.8 µM | 300,000 tested, 0.34% active; in the data active = inhibition above about 28%
PP1 inh: PP1-alpha (human) inhibition in PP5 counter-screen | 320,000 tested, 0.9% active | purified PP1alpha, OMFP fluorescence | inhibition, % at 6.7 µM | P62136;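 active = inhibition above the mean inhibition of all tested compounds plus 3 SD, computed separately for each screening campaign, cut at about 15% in these data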
ZTA counter: blocks Epstein-Barr virus ZTA, an EBNA-1 counter-screen; P03206; 320,000 tested, 0.15% active; ZTA-DNA binding, fluorescence polarization; inhibition, % at 11 µM; in the data active = inhibition above about 33%
Target sequence (P03206 whole entry, looked up): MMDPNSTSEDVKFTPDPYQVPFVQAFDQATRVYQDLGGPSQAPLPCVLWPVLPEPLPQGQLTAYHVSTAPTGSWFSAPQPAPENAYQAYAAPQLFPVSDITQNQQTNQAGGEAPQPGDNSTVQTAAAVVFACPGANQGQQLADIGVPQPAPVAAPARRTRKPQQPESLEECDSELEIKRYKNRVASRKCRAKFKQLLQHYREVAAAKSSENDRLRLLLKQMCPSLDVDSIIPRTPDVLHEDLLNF
TPT1 inh: blocks Candida albicans tRNA 2'-phosphotransferase | recombinant caTPT1, FP RNA substrate dephosphorylation | inhibition, % at 5 µM | 300,000 tested, 0.81% active | AID 1962;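 active = inhibition above the mean of all tested compounds plus 3 SD, set per screening campaign, cut at about 24% in these data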;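 note: plate controls were DMSO alone for no effect and ferristatin control at 100 nM for full effect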
JMJD2C inh: blocks human GASC-1 demethylase activity | GST-JMJD2C(1-420) H3K9me3 demethylation, DELFIA europium | 330,000 tested, 0.069% active | Q9H3R0 | inhibition, % at 2.35 µM;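 active = more than half of a compound's replicate wells show inhibition beyond 50%, single wells judged on their own value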;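 note: signal counts dimethyl H3K9 product captured on neutravidin plate; 0% = median of DMSO wells and 100% = 0.3 times that DMSO median; strong numbers were not always called active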
Target sequence (Q9H3R0 1-420 limits assumed): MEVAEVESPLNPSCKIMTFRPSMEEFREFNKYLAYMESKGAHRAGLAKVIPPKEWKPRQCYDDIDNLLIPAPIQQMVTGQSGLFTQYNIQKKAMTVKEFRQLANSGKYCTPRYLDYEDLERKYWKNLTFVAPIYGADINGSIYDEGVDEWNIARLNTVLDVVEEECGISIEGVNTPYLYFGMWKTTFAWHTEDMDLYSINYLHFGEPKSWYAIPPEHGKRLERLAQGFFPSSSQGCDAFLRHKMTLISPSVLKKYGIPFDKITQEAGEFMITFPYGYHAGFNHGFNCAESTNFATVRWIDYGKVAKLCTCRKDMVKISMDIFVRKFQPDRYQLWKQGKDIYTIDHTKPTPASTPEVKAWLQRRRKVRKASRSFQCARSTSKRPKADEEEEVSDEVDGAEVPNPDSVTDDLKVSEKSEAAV
CR mimetic SO: yeast age-related superoxide inhibition as caloric restriction mimetic. superoxide response (% of plate mean), % at 10 µM. 330,000 tested, 0.18% active. S. cerevisiae aged cells, superoxide DHE fluorescence; stronger effect = lower value;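 active = superoxide response under a set limit, about three screen SD below normal, cut at about 65% in these data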;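 note: yeast aged for seven days with compound at 30 °C before DHE staining; 100% = average MFI of all compound-treated wells on the plate with controls excluded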
HCV core dimer: blocks dimerization of HCV core protein; 300,000 tested, 0.33% active; AID 1899; inhibition, % at 5 µM; TR-FRET GST/Flag-core106 dimerization, 1536-well;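 active = inhibition above the mean of all tested compounds plus 3 SD, set per screening campaign, cut at about 45% in these data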
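assay system = GST-tagged and Flag-tagged HCV core protein residues 1-106 | controls = unlabelled core106 and no-GST-core106 wells | incubation = compound-protein-antibody incubation 4 h at 22.5 °C | probe or stimulus = Eu donor and XL665 acceptor anti-tag antibodies | read-out = % inhibition based on acceptor/donor emission ratio | signal = TR-FRET 671 and 617 nm emission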
PP5 inh: PP5 (human) phosphatase inhibition; inhibition, % at 6.7 µM; purified PP5c, OMFP substrate fluorescence; P53041; 320,000 tested, 0.18% active; AID 1987;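 active = inhibition above the campaign's mean inhibition across all tested compounds plus 3 SD, cut at about 9.5% in these data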;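 note: 0% = DMSO only and 100% = 100 µM cantharidin control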
CTSL1 counter: blocks F. hepatica cathepsin L1 in PFM18AAP counter-screen | inhibition, % at 5.96 µM | 300,000 tested, 0.49% active | recombinant F. hepatica cathepsin L1, Z-Leu-Arg-MCA fluorescence;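 active = inhibition above the mean of all tested compounds plus 3 SD, set per screening campaign, cut at about 17% in these data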;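 note: 0% = plate median of test compound wells and 100% = 1 µM Z-Phe-Ala-diazomethylketone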
* = called active by the depositor; . = no result given.

1	COc1ccccc1NC(=S)NN1CCN(C)CC1
2	O=C(Nc1c(Cl)cc(Cl)cc1-c1nc2ccccc2s1)c1ccc(Br)o1
3	Cc1nn(C)c(C)c1S(=O)(=O)N1CCCC(C(=O)N2CCN(c3ccccc3)CC2)C1 (stereo not drawn)
4	COc1ccccc1OCCCCN1CCN(c2ccccc2OC)CC1
5	Cc1cccc(C)c1NC(=O)C1CCCN1S(=O)(=O)c1ccc(-c2ccc(=O)[nH]n2)s1 (stereo not drawn)
6	Clc1ccc(Oc2nc3c(Cl)cccc3s2)cc1Cl
7	Cc1ccccc1OCc1nnc(SCc2cc(=O)[nH]c3ccccc23)n1-c1ccccc1
8	COCC(C)n1c(C)cc(C(=O)COC(=O)c2c(C)nn(-c3ccccc3)c2C)c1C (stereo not drawn)
compound no.	1	2	3	4	5	6	7	8
EBNA-1 inhibitor	-2	3	7	-3	2	7	8	1
PP1 inh	1	0	-3	0	1	5	2	4
ZTA counter	-20	-13	0	-30	0	-9	-2	13
TPT1 inh	0	-2	2	-4	2	4	-1	0
JMJD2C inh	-7	-5	4	-14	7	3	2	30
CR mimetic SO	104	81	84	91	96	93	89	100
HCV core dimer	-14	-1	-6	2	4	3	8	12
PP5 inh	-0.1	2.4	0.4	3.1	2.0	3.5	0.5	2.0
CTSL1 counter	3	1	0	1	28*	2	2	-2

9	CCc1nc2ccc(C(=O)NC3CCC(C)CC3)cc2nc1CC (stereo not drawn)
10	Cc1ccccc1N1CCN(C(=S)c2ccccc2)CC1
11	COc1ccc(NC(=O)CN2CCc3ccccc3C2)cc1OC
12	c1ccc(COc2ccccc2CNc2nn[nH]n2)cc1
13	Cc1ccc(OCc2cc(C(=O)N(CCO)Cc3cccs3)no2)cc1C
14	CCc1cc(C(c2ccc(OC)c(OC)c2)N2CCOCC2)c(NC(=O)c2ccccc2)s1 (stereo not drawn)
15	O=C(CCc1nnc(CCCCc2ccccc2)o1)NC1CCCC1
16	CCCCOC(=O)Sc1nc2ccccc2o1
compound no.	9	10	11	12	13	14	15	16
EBNA-1 inhibitor	0	5	-1	3	-7	8	-11	0
PP1 inh	1	-3	0	-3	-4	1	-2	-1
ZTA counter	8	5	1	3	-2	13	2	0
TPT1 inh	1	-2	1	3	3	0	0	3
JMJD2C inh	0	1	4	-5	12	-6	13	19
CR mimetic SO	101	90	104	88	97	105	102	93
HCV core dimer	5	2	-4	-7	3	2	-1	0
PP5 inh	-0.4	0.3	1.7	-1.0	3.2	1.3	0.7	0.6
CTSL1 counter	-1	-2	0	-2	-1	-1	-4	3

17	COc1ccc(C)cc1-n1c(C)cc(C=O)c1C
18	CN(C)C(CNc1ccc(S(C)(=O)=O)cc1[N+](=O)[O-])c1ccccc1 (stereo not drawn)
19	Nc1c2c(nc3c1CCC3)CCCC2
20	COc1ccc(-c2noc(CN(C)C(=O)c3ccc4c(c3)OCO4)n2)cc1
21	COc1cc(C(=O)Oc2ccccc2N)cc(OC)c1OC
22	COc1ccc(-c2[nH]ncc2CN(C)CCN2CCOCC2)cc1F
23	COc1ccc(-c2csc(N(CCCN(C)C)C(=O)c3ccc(Br)cc3)n2)cc1
24	CCCC(=O)n1nc(-c2ccco2)nc1N
compound no.	17	18	19	20	21	22	23	24
EBNA-1 inhibitor	-3	12	1	-4	3	2	-4	10
PP1 inh	1	0	1	-5	-2	-3	-1	-3
ZTA counter	0	7	1	10	-5	-6	-1	3
TPT1 inh	0	1	-2	0	-1	4	1	4
JMJD2C inh	11	-16	5	3	-6	3	1	-5
CR mimetic SO	86	96	101	104	94	98	101	100
HCV core dimer	2	11	8	6	-2	0	-1	-2
PP5 inh	-0.3	0.2	0.5	-0.8	2.6	0.4	-1.1	-3.6
CTSL1 counter	11	4	-1	-2	-2	-3	2	-1

25	Cc1cc(N2C(=O)c3ccccc3C2=O)n(C)n1
26	C/C(=N\NC(=O)c1cc2ccccc2cc1O)c1cc2ccccc2o1
27	COc1ccc(OC)c(NS(=O)(=O)c2ccc(-c3coc(C)n3)cc2)c1
28	COC(=O)c1ccc(-c2csc(NC(=O)C3=COCCO3)n2)cc1
29	Cc1cccc(OC(=O)c2sc3ncn(C)c(=O)c3c2C)c1
30	Cc1onc(-c2ccccc2Cl)c1C(=O)NNC(=O)C1CCN(Cc2ccccc2)CC1
31	CCS(=O)(=O)C(C)(CCl)C(=O)Nc1ccc(C(=O)OC)cc1 (stereo not drawn)
32	COc1cc(N2C(=O)c3ccccc3C2=O)c(Cl)cc1C(=O)OCC(=O)NCc1ccco1
compound no.	25	26	27	28	29	30	31	32
EBNA-1 inhibitor	-1	-2	2	3	13	6	-12	1
PP1 inh	-2	7	-3	0	0	-2	1	1
ZTA counter	4	11	11	0	5	6	3	9
TPT1 inh	-6	4	-4	0	-5	1	0	-4
JMJD2C inh	-3	2	5	15	7	-14	-37	-22
CR mimetic SO	104	113	109	102	100	133	99	98
HCV core dimer	-1	10	2	-13	3	11	2	31
PP5 inh	-1.9	-3.3	-0.4	2.6	-0.3	0.3	0.9	-1.3
CTSL1 counter	-3	8	0	-1	5	4	-2	-2

33	COc1ccc(OC)c(NC(=O)c2ccccc2N(Cc2ccccc2)S(C)(=O)=O)c1
34	CSc1ccc(C(=O)C2CCCN(S(=O)(=O)c3c(C)noc3C)C2)cc1 (stereo not drawn)
35	COc1ccc(CN(C(=O)/C=C/c2ccco2)C2CCS(=O)(=O)C2)cc1 (stereo not drawn)
36	CN1CCN(c2nc(-c3ccc(Cl)cc3)cc(=O)[nH]2)CC1
37	COc1cccc(NC(=O)CN(c2ccccc2OC)S(=O)(=O)c2cccs2)c1
38	CCN(c1ccc2c(c1)OCO2)S(=O)(=O)c1cc(Br)cc2c1N(C(C)=O)CC2
39	CC(C)CNC(=O)C1CCCN(C(=O)NCc2ccccc2)C1 (stereo not drawn)
40	COc1ccccc1-n1c(C)nc2cc(C(=O)O)ccc21
compound no.	33	34	35	36	37	38	39	40
EBNA-1 inhibitor	-4	-10	-4	-10	.	8	-5	11
PP1 inh	1	-1	3	-2	-4	1	-1	-2
ZTA counter	-6	-8	7	-4	4	3	-6	10
TPT1 inh	-1	-1	6	0	.	0	-4	1
JMJD2C inh	0	0	-6	-6	6	15	-20	0
CR mimetic SO	102	104	106	108	120	96	104	100
HCV core dimer	0	19	18	0	.	11	-3	-3
PP5 inh	0.2	2.6	-1.7	-0.8	4.8	-1.1	-0.7	-1.3
CTSL1 counter	-6	3	5	-2	.	0	-4	-1

41	CCN1C(=O)N[C@@H](c2ccccc2)[C@@H](C(=O)OC)[C@H]1C
42	Cc1ccc(NC(=O)CS(=O)c2ccccc2N)c(C)c1 (stereo not drawn)
43	O=C(NCCS(=O)(=O)N1CCN(c2ccc(F)cc2)CC1)c1ccco1
44	COc1ccc(N2CC(C(=O)N[C@@H](C)C(=O)NC3CCCCC3)CC2=O)cc1 (stereo partly drawn)
45	Cc1cccc(N(C)C(=O)c2cc(S(=O)(=O)N3CCCCC3)c[nH]2)c1
46	CCOCC(=O)Nc1nnc(COc2ccc(Cl)cc2)s1
47	Cc1onc(-c2c(F)cccc2Cl)c1C(=O)N=C(N)N1CCCC1
48	COc1ccc(/C=C/C(=O)NC(=S)NNC(=O)c2cnccn2)cc1
compound no.	41	42	43	44	45	46	47	48
EBNA-1 inhibitor	13	-18	3	11	7	-8	-6	-7
PP1 inh	-4	3	-3	1	-3	0	-3	5
ZTA counter	-4	-15	-4	9	3	-4	-11	-7
TPT1 inh	0	-4	-4	-1	-5	0	-2	0
JMJD2C inh	-2	-10	-16	23	-24	-5	-6	-14
CR mimetic SO	102	102	99	98	96	112	108	31*
HCV core dimer	-8	-8	1	2	-1	1	0	1
PP5 inh	2.7	3.6	-1.1	-2.9	0.1	2.4	1.7	0.5
CTSL1 counter	1	-1	0	0	-4	-4	-3	3

49	N#Cc1ccccc1OCC(=O)N1CCN(S(=O)(=O)c2ccc(Cl)cc2)CC1
50	CN1CCC(N(C)C(=O)c2cc(=O)c3ccccc3o2)CC1
51	COc1ccc(CNC(=O)CN(C(=O)c2csnn2)c2ccc3c(c2)OCCO3)cc1
52	O=C(CSc1nc2[nH]ncc2c(=O)[nH]1)Nc1ccc(F)cc1
53	O=C(NC1CCS(=O)(=O)C1)c1sc2ccccc2c1Cl (stereo not drawn)
54	Cc1nc2sc3c(=O)[nH]nnc3c2c(C)c1Br
55	Oc1ccc(Cl)cc1Nc1nc(NCC2CCCO2)c2ccccc2n1 (stereo not drawn)
compound no.	49	50	51	52	53	54	55
EBNA-1 inhibitor	.	0	12	2	2	-14	4
PP1 inh	-2	-1	-3	-4	2	-4	7
ZTA counter	1	-10	1	11	6	0	10
TPT1 inh	.	0	3	-2	0	3	1
JMJD2C inh	-8	3	-9	-9	5	-25	16
CR mimetic SO	124	98	90	106	113	79	103
HCV core dimer	.	-5	7	2	5	9	-14
PP5 inh	0.0	1.4	-2.6	0.3	1.1	-1.6	1.1
CTSL1 counter	.	9	-3	0	1	-10	-1

Source: PubChem (several laboratories)
